FAS TE block: FAS thioesterase (human) inhibition | actives 0.67% (n = 360,000) | AID 602261 | P49327 | recombinant FAS-TE, OMFH fluorogenic substrate, fluorescence endpoint | inhibition, % at 15 µM;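 active = compounds whose normalised, plate-corrected inhibition of enzyme fluorescence in the single-dose primary screen is 50% or more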;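 note: 0% = DMSO with enzyme and 100% = substrate without enzyme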
bovine MsrA act: activates bovine MsrA enzyme; actives 0.3% (n = 360,000); purified bovine MsrA, absorbance read-out; activation, % at 10.6 µM; in the data active = activation above about 7.5%;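 note: 0% = vehicle and 100% = reference activator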
E coli Lon inh: inhibitors of E. coli Lon protease | P0A9M0 | purified E. coli Lon protease, fluorescence polarization | inhibition, % at 7.94 µM | actives 0.42% (n = 360,000) | AID 602123; in the data active = inhibition above about 13%, passing the limit was not always enough;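 note: 0% = enzyme with probe and DMSO and 100% = no enzyme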
Target sequence (P0A9M0 whole entry, looked up): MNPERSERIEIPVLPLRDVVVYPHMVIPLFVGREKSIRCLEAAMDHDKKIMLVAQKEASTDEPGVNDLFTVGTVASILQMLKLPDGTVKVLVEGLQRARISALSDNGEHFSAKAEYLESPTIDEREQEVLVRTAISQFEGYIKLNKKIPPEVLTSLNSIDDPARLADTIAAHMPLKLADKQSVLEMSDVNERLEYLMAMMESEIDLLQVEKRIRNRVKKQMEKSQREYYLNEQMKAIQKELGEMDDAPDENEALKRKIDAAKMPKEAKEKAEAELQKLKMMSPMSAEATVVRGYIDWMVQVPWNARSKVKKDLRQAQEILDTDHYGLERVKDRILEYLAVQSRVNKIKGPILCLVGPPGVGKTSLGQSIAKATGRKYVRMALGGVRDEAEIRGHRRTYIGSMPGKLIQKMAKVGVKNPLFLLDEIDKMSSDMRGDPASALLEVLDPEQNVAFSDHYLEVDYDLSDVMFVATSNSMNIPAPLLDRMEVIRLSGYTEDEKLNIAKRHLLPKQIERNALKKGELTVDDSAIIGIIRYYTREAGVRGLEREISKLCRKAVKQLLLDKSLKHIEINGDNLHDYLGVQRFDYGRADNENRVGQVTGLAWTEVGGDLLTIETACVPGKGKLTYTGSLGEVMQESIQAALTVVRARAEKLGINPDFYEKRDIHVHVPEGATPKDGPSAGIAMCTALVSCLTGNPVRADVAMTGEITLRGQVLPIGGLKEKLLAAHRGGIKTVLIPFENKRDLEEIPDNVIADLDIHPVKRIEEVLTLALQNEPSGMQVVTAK
MsrA inhibitor: bovine MsrA inhibition | AID 651718 | actives 0.75% (n = 360,000) | purified bovine MsrA, absorbance read-out | inhibition, % at 15.5 µM; in the data active = inhibition above about 4.5%;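 note: 0% = vehicle wells with enzyme and 100% = reference inhibitor wells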
PABP1 MLLE inh: inhibitors of microRNA-mediated deadenylation, human PABP1 MLLE binding. GST-MLLE / FITC-PAM2 fluorescence polarization. AID 588489. inhibition, % at 20 µM. P11940. actives 0.36% (n = 360,000); in the data active = inhibition above about 35%, passing the limit was not always enough;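 note: plate controls were DMSO wells with GST-MLLE for no effect and wells lacking GST-MLLE protein for full effect; some results filed as inactive read as strong as hits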
CendR NRP1 mod: modulators of CendR peptide binding to human neuropilin-1; O14786; FAM-RPARPAR peptide binding to NRP-1, fluorescence polarization; inhibition, % at 25 µM; actives 0.85% (n = 360,000); AID 602438;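 active = inhibition or corrected inhibition above about 18%, plus a signal ratio from 0.5 to 1.5, limit read from the data, passing the limit was not always enough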; note: strong numbers were not always called active
SKN-1 block: C. elegans SKN-1 inhibition | C. elegans VP596 Pgst-4::GFP/RFP ratio, acrylamide-induced, 24 h | inhibition, % at 21.8 µM | actives 0.49% (n = 360,000);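 active = interference check ratio from 0.5 to 1.5 plus GFP to RFP signal ratio inhibition reaching or exceeding a fixed threshold, cut at about 30% in these data, passing the limit was not always enough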; note: some compounds called inactive have numbers as strong as hits
MT1-MMP act inh: MT1-MMP (human) activation inhibition; AID 651647; HT1080 RFP-PRO-GFP cells, GFP/RFP ratio fluorescence, overnight; percent of plate control window, DMSO zero; actives 0.061% (n = 360,000); GFP/RFP ratio change, % at 20 µM; P50281;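 active = GFP/RFP ratio change of at least 30% with cell ATP level not reduced by more than half and red fluorescence within 50% of control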; note: strong numbers were not always called active
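Assay system: HT1080 RFP-PRO-GFP cells | Dosing: 20 µM single dose, 1% DMSO | Incubation: Cells overnight before dosing, compound overnight, 37 °C, 5% CO2 | Evaluation: GFP/RFP fluorescence ratio | Control set: DMSO-only wells and HT1080 RFP-L50D-GFP cell wells as references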
Tb MetRS inh: Trypanosoma brucei MetRS inhibition; purified T. brucei MetRS, ATP depletion, Kinase-Glo luminescence; actives 0.4% (n = 360,000); inhibition, % at 11.9 µM;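 active = inhibition above a per-plate cutoff of the control wells' mean inhibition plus 3 SD, cut at about 5.5% in these data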;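 note: 0% = DMSO wells median and 100% = median of wells with control inhibitor compound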
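Measured by: Kinase-Glo luciferase luminescence reporting remaining unconsumed ATP. Material: purified T. brucei MetRS enzyme. Doses: 11.9 µM compound single dose, 0.9% DMSO. Medium: HEPES buffer containing pyrophosphatase, BSA, spermine, DTT. Times: 15 min preincubation, 2 h reaction, all 25 °C. Reagent: methionine, ATP and bulk E. coli tRNA.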
An asterisk follows results filed as active; / = no result given.

no. | mol | FAS TE block | bovine MsrA act | E coli Lon inh | MsrA inhibitor | PABP1 MLLE inh | CendR NRP1 mod | SKN-1 block | MT1-MMP act inh | Tb MetRS inh
1 | N#CCCN(C(=O)COC(=O)c1cccc(S(=O)(=O)N2CCCC2)c1)c1ccc(F)cc1 | -1 | -2 | -6 | 0.3 | 0 | 17 | 18 | 3 | -0.1
2 | Cc1cc(OCC(=O)N2CCN(c3ncccn3)CC2)ccc1Cl | 3 | 1 | -12 | 0.4 | 11 | 7 | 4 | -3 | -0.3
3 | CC(=O)c1c(C)[nH]c(C(=O)Nc2ccc(Cl)c(S(=O)(=O)N(C)C)c2)c1C | 5 | -3 | -2 | 1.2 | 4 | 1 | 2 | 12 | 0.2
4 | Cc1nn(C(C)C(=O)Nc2sc3c(c2C#N)CCCC3)c(C)c1[N+](=O)[O-] (centres undefined) | 21 | 0 | 8 | 0.7 | 13 | -16 | 2 | 5 | 0.8
5 | CCCn1c2ccccc2c2nnc(SC(CC)C(=O)Nc3sc4c(c3C#N)CCCC4)nc21 (centres undefined) | 20 | -6 | -9 | 0.0 | 15 | -3 | -1 | 2 | -0.3
6 | COc1ccc(OC2CCN(S(=O)(=O)c3ccccc3)CC2)cc1 | 14 | -4 | 2 | 0.1 | 1 | 7 | -7 | -2 | -0.7
7 | Fc1ccc(/C=N/N2CCOCC2)c(F)c1 | -6 | -8 | -2 | -0.8 | -14 | 5 | -7 | -1 | -1.0
8 | CCCCNC(=S)N/N=C/C1=CCC2CC1C2(C)C (centres undefined) | 18 | -2 | 0 | -0.9 | 13 | -6 | 11 | -1 | -0.1
9 | O=C(CN1CCC(O)(c2cccc(C(F)(F)F)c2)CC1)NCCc1ccccc1 | 2 | -1 | -6 | -0.8 | 20 | -8 | -2 | -1 | 0.2
10 | CCOC(=O)c1cnc2c(ccc3ccccc32)c1Cl | 0 | -5 | -11 | -1.2 | -7 | -7 | 14 | -1 | 0.3
11 | CCC(=O)N1c2ccc(S(=O)(=O)N3CCN(c4ccc([N+](=O)[O-])cc4)CC3)cc2CC1C (centres undefined) | 64* | -3 | -3 | 1.2 | 4 | -2 | -3 | -1 | -0.1
12 | COC(=O)C(NC(=O)c1ccco1)(Nc1nc(C2CC2)cs1)C(F)(F)F (centres undefined) | -8 | -15 | -1 | -1.1 | 3 | 5 | -18 | -5 | -1.5
13 | COc1ccc(N2C(=S)NC3N2C(=S)NC3(C)c2ccccc2)cc1 (centres undefined) | -3 | -3 | -5 | 0.7 | -83 | 13 | 10 | -1 | -0.4
14 | Cc1ccc(-c2nn(C)c(=O)c3ccccc23)cc1CO | -8 | -4 | 9 | -0.7 | -13 | -2 | -11 | 1 | -1.0
15 | Cc1ccc(NC(=O)Cn2nnc(C(=O)NCc3cccs3)c2N)cc1 | -2 | 0 | -5 | 0.8 | 7 | -11 | 20 | 4 | 0.0
16 | O=C(NCC1CC1)Nc1ccc(Cl)cc1 | -4 | -1 | 2 | 1.3 | 5 | 17 | 11 | -4 | -0.3
17 | Cc1csc(NC(=O)c2ccc(C)c(S(=O)(=O)N3CCCCC3)c2)n1 | 5 | 0 | -3 | 0.8 | 3 | -3 | 1 | -9 | -1.3
18 | COc1ccc(-c2csc3ncnc(N4CCN(S(=O)(=O)c5cccc(Br)c5)CC4)c23)cc1 | 36 | -5 | -58 | -0.2 | -28 | -20 | -7 | -13 | -0.5
19 | Cc1ccc(S(=O)(=O)Oc2ccccc2-c2ccccc2)cc1 | 30 | -1 | 6 | 0.2 | -4 | 11 | 3 | -8 | -0.1
20 | O=C(Nc1cccc([N+](=O)[O-])c1)Nc1ccc2c(c1)OCCO2 | 41 | -1 | 12 | 1.5 | 0 | -7 | -1 | 4 | 2.3
21 | O=C1CCCC2=C1C(c1cccs1)Nc1ccccc1N2 (centres undefined) | -15 | -7 | -1 | 1.2 | 5 | 3 | -8 | -3 | -1.8
22 | Cc1nc(N2CCOCC2)[nH]c(=O)c1[N+](=O)[O-] | -2 | -1 | -13 | 2.3 | 6 | 6 | 6 | 7 | 0.1
23 | O=C(COC(=O)c1n[nH]c2ccccc12)Nc1cccc(S(=O)(=O)N2CCOCC2)c1 | -10 | -8 | 4 | 0.6 | -18 | -9 | 15 | 4 | 0.8
24 | N#C/C(=C\c1ccccc1[N+](=O)[O-])C(=O)Nc1ccc(S(N)(=O)=O)cc1 | 13 | -2 | 8 | 0.7 | 24 | -3 | 8 | -61 | 0.6
25 | Cc1ccc(C)c(S(=O)(=O)Nc2ccc(O)cc2)c1 | -6 | -3 | -10 | 0.4 | -20 | 3 | 14 | 7 | -0.1

no. | mol | FAS TE block | bovine MsrA act | E coli Lon inh | MsrA inhibitor | PABP1 MLLE inh | CendR NRP1 mod | SKN-1 block | MT1-MMP act inh | Tb MetRS inh
26 | O=C1OC(c2ccc(F)cc2)=N/C1=C\C=C/c1ccccc1 | 16 | -3 | 6 | 3.2 | 2 | -1 | 6 | 5 | -0.6
27 | Cn1cnnc1SCc1cccc(Br)c1 | -2 | -2 | -3 | -0.5 | 1 | 3 | 22 | 1 | -0.4
28 | Cc1nn(Cc2ccccc2Cl)c(C)c1NC(=O)c1noc2c1CCCCC2 | 5 | -8 | -3 | -0.2 | 1 | -10 | 4 | -4 | -1.1
29 | C=CCn1c(COc2ccccc2F)nnc1SCC(=O)Nc1cc(C)on1 | -8 | -1 | -3 | -1.6 | 0 | -2 | -7 | 0 | 0.1
30 | COc1cccc2c1c(NC(=O)c1cc(C)on1)nn2C | -4 | -2 | 2 | 0.2 | -8 | 10 | -1 | 1 | 0.3
31 | Cc1nn(CC(=O)N2CCN(c3ccccc3)CC2)c(=O)c2ccccc12 | 2 | -1 | -1 | -0.1 | 13 | -3 | -8 | 3 | -1.1
32 | CCOC(=O)c1ccc(/C=C2\c3ccccc3C(=O)N2c2ccccc2)cc1F | 20 | -9 | 1 | 2.6 | -20 | -7 | -4 | 4 | -0.1
33 | O=C(O)C(CCCCN1C(=O)c2ccccc2C1=O)N1C(=O)c2ccccc2C1=O (centres undefined) | -6 | 0 | -1 | 0.2 | -3 | 3 | 7 | 2 | 0.2
34 | CC(NC(=O)CN1C(=O)NC(C)(C2CC2)C1=O)c1ccc(F)cc1 (centres undefined) | -8 | -2 | 1 | 0.1 | -25 | -20 | -5 | 1 | -0.4
35 | Cc1cc(C(=O)OCC(=O)NCc2ccc(Cl)cc2Cl)c(C)o1 | 5 | -1 | 9 | -0.4 | -3 | -8 | -6 | 5 | -0.2
36 | O=C(COc1ccc(Cl)cc1Cl)Nc1ccc(CN2CCCCC2)cc1 | 1 | -3 | -5 | -1.8 | 5 | 16 | 28 | -2 | 1.2
37 | Cc1noc(C)c1-c1ccc2ncnc(NCC3CCCCN3C)c2c1 (centres undefined) | -5 | -3 | 2 | 1.0 | 3 | -6 | 11 | 16 | -0.3
38 | CC(=O)Nc1cc(-c2nc3ccccc3o2)ccc1Cl | -1 | -7 | -3 | 0.1 | 4 | 1 | 4 | 2 | -0.2
39 | Fc1ccc(-c2n[nH]c(=S)n2Cc2ccccc2)cc1 | -4 | -1 | -2 | / | -12 | -7 | 4 | -1 | -0.6
40 | COCCCN(Cc1cccs1)S(=O)(=O)c1c[nH]c(C(=O)OC)c1 | -4 | 1 | -11 | 0.6 | 1 | 6 | 1 | -2 | 0.5
41 | Cc1ccc2ncccc2c1[N+](=O)[O-] | 8 | -6 | -4 | -1.6 | 10 | 2 | 15 | -1 | -0.2
42 | CCCC(=O)N1CCN(c2nc3ccc(Br)cc3s2)CC1 | 1 | -4 | 4 | -0.8 | -1 | 12 | 7 | -5 | -0.8
43 | O=C(CCn1ccc2ccccc21)Nc1ccc(N2CCOCC2)cc1 | -8 | -7 | 4 | 1.4 | 3 | 7 | -8 | -3 | -0.8
44 | Cn1cccc1Cc1nnc(SCC(=O)NCc2ccco2)n1-c1ccc(F)cc1 | -2 | -2 | -3 | 2.4 | -31 | -9 | 5 | 7 | -0.6
45 | O=C(CSc1ncnc2c1oc1ccccc12)N1CCCc2ccccc21 | 14 | 3 | -8 | -0.5 | -5 | 7 | 3 | 2 | -0.4
46 | COc1ccccc1OC(C)C(=O)Nc1ccc2c(c1)n(C)c(=O)n2C (centres undefined) | -6 | -3 | -3 | -0.5 | 14 | 11 | -5 | 3 | 0.6
47 | O=C1[C@H]2[C@@H](c3ccc(Cl)cc3)N3C(=O)N(c4cccc(Cl)c4)C(=O)[C@@]3(Cc3ccccc3)[C@H]2C(=O)N1C1CCCCC1 | 94* | -5 | -10 | 1.4 | 0 | 4 | 0 | 0 | -0.1
48 | CCOc1ccc(-c2noc(CCC(=O)O)n2)cc1 | -7 | -4 | -1 | -0.3 | -3 | 1 | -15 | -2 | -0.7
49 | O=C1CC(c2ccccc2)n2nc(N3C(=O)CCC3=O)nc2N1 (centres undefined) | -7 | -8 | -1 | -0.2 | -7 | 0 | -17 | -7 | -1.2
50 | CN1CCC(N2CCN(C3CN(Cc4ccccc4)S(=O)(=O)C3)CC2)CC1 (centres undefined) | -9 | -3 | -1 | 1.1 | 7 | -1 | -5 | 2 | -1.0

4 records picked at random from those above:
no. | mol | FAS TE block | bovine MsrA act | E coli Lon inh | MsrA inhibitor | PABP1 MLLE inh | CendR NRP1 mod | SKN-1 block | MT1-MMP act inh | Tb MetRS inh
32 | CCOC(=O)c1ccc(/C=C2\c3ccccc3C(=O)N2c2ccccc2)cc1F | 20 | -9 | 1 | 2.6 | -20 | -7 | -4 | 4 | -0.1
45 | O=C(CSc1ncnc2c1oc1ccccc12)N1CCCc2ccccc21 | 14 | 3 | -8 | -0.5 | -5 | 7 | 3 | 2 | -0.4
29 | C=CCn1c(COc2ccccc2F)nnc1SCC(=O)Nc1cc(C)on1 | -8 | -1 | -3 | -1.6 | 0 | -2 | -7 | 0 | 0.1
36 | O=C(COc1ccc(Cl)cc1Cl)Nc1ccc(CN2CCCCC2)cc1 | 1 | -3 | -5 | -1.8 | 5 | 16 | 28 | -2 | 1.2

An excerpt from above in order of length of the SMILES, largest number first:
no. | mol | FAS TE block | bovine MsrA act | E coli Lon inh | MsrA inhibitor | PABP1 MLLE inh | CendR NRP1 mod | SKN-1 block | MT1-MMP act inh | Tb MetRS inh
3 | CC(=O)c1c(C)[nH]c(C(=O)Nc2ccc(Cl)c(S(=O)(=O)N(C)C)c2)c1C | 5 | -3 | -2 | 1.2 | 4 | 1 | 2 | 12 | 0.2
46 | COc1ccccc1OC(C)C(=O)Nc1ccc2c(c1)n(C)c(=O)n2C (centres undefined) | -6 | -3 | -3 | -0.5 | 14 | 11 | -5 | 3 | 0.6
2 | Cc1cc(OCC(=O)N2CCN(c3ncccn3)CC2)ccc1Cl | 3 | 1 | -12 | 0.4 | 11 | 7 | 4 | -3 | -0.3

Outcome played no part in choosing rows (roughly 4% active in at least one column).
